High-throughput results deposited in PubChem by The Scripps Research Institute Molecular Screening Center.
NOTCH ag = activates NOTCH signaling in reporter cells; NOTCH signaling luciferase reporter cells, luminescence; activation, % at 2.5 µM; 15,000 tested, 0.4% active; AID 434982; in the data active = activation above about 2.2%
rat GALR2 agon = GALR2 (rat) receptor agonism | cell-based GALR2 agonist screen | 16,000 tested, 0.5% active | activation, % at 10 µM | AID 833; in the data active = activation above about 15%
Target sequence (O08726 whole entry, looked up): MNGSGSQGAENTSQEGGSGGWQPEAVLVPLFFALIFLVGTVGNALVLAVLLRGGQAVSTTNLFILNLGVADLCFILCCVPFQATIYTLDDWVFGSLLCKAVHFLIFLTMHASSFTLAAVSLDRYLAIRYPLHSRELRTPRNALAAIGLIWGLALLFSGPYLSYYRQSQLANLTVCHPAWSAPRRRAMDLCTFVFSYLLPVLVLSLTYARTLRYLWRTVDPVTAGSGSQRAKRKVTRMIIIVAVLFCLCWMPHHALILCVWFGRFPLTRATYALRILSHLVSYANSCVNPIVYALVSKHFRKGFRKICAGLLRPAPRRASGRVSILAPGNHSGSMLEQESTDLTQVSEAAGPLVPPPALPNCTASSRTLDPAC
Nox1 inhibitor = inhibitors of human NADPH oxidase 1 (Nox1). 16,000 tested, 0.81% active. AID 1792. HT29 cells, luminol chemiluminescence ROS. inhibition, % at 6.7 µM
Target sequence (Q9Y5S8 whole entry, looked up): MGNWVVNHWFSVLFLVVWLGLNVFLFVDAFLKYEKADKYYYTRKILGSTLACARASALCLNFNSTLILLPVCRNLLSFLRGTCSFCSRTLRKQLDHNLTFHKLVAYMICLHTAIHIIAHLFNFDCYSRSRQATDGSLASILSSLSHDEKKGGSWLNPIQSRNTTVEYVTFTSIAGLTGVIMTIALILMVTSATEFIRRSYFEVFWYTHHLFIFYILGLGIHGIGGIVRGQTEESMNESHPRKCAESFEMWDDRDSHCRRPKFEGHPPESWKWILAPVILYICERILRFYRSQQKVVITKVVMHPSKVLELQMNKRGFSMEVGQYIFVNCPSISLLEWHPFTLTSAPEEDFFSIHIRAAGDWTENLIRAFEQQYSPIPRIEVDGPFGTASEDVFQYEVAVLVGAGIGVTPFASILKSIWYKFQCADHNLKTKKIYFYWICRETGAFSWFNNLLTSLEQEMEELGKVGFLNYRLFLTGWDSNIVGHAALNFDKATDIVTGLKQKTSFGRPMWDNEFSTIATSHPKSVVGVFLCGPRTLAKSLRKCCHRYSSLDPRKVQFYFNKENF
OPRK1 antag MB = antagonists of human kappa opioid receptor OPRK1, Maybridge library; OPRK1 cells, antagonist mode, fluorescence readout; inhibition, % at 9 µM; P41145; AID 652031; 16,000 tested, 0.4% active; in the data active = inhibition above about 50%
TLR4-MyD88 inh = TLR4-MyD88 interaction inhibition; Cell-based TLR4-MyD88 binding inhibition assay; inhibition, % at 10 µM; 16,000 tested, 0.06% active; AID 811; in the data active = inhibition above about 45%
S1P1 agonist = activates the human S1P1 receptor; AID 1044; P21453; S1P1 agonist cell-based reporter assay; activation, % at 4.5 µM; 16,000 tested, 1.5% active; in the data active = activation above about 80%
PME-1 Maybridge = Maybridge compound blocking human PME-1; 16,000 tested, 0.5% active; AID 2291; inhibition, % at 9 µM; recombinant PME-1, FP-Rh probe fluorescence polarization; Q9Y570; in the data active = inhibition above about 30%
Luminol counter = quenches luminol chemiluminescence in Nox1 counter-screen. AID 1823. inhibition, % at 6.7 µM. HRP/luminol/H2O2 chemiluminescence counterscreen. 16,000 tested, 0.4% active; also: reference of the scale not given here
The depositor's hits bear a star; x = no result given. Rule as the data show it, unless noted: active = inhibition above about 75%; inactive = the rest.

SMILES	NOTCH ag	rat GALR2 agon	Nox1 inhibitor	OPRK1 antag MB	TLR4-MyD88 inh	S1P1 agonist	PME-1 Maybridge	Luminol counter
CC(C)(C)OC(=O)NCc1n[nH]c(=S)n1Cc1ccccc1	-0.3	-7	-23	2	12	-7	3	-1
CCOC(=O)/C(C#N)=C/C=C(/c1ccc(Cl)cc1)N1CCOCC1	-0.7	-8	-4	13	-19	9	1	1
O=[N+]([O-])c1ccc(C2=CN(c3ccc(Cl)cc3)C(O)=CO2)cc1	-0.2	-8	9	34	-16	-19	1	-1
O=C(c1cccc([N+](=O)[O-])c1)c1cc2cc(Br)cc(Br)c2o1	0.1	-9	-29	-5	9	-7	-5	3
N#CCc1ccc(NC2(C#N)CCCCC2)cc1	-0.5	-3	6	15	-6	-1	3	-4
Cc1cc(N2C(=O)CC(C)CC2=O)no1	-0.7	-3	-4	21	-5	-10	5	-3
O=C(O)CC(CC(=O)Nc1ccc(I)cc1F)c1ccccc1 (stereo unspecified)	-0.1	-2	-4	-7	-5	-11	2	-1
NS(=O)(=O)c1ccc(C(=O)O)cc1	-0.5	-7	0	10	2	-9	-2	2
O=C1c2ccccc2C(=O)N1Cc1cccnc1	-0.5	-4	-44	17	-3	1	0	3
O=C(NNc1ccccc1)Nc1cc(Cl)sc1Cl	-0.7	-5	27	-8	-5	6	10	3
COC(=O)c1scc(C#N)c1N=N/C(C(C)=O)=C(/C)O	-0.8	-3	4	-3	3	5	4	-7
O=C(NCc1sccc1COc1ccc(Cl)cc1)Nc1cccc(C(F)(F)F)c1	0.3	-10	-15	-29	3	34	-3	-3
OC(CNCCNc1nccc(C(F)(F)F)n1)COc1ccc(Cl)c(Cl)c1 (stereo unspecified)	-0.4	-2	15	-9	0	16	5	-6
CC(=O)c1sc2nc(-c3cccs3)cc(C(F)(F)F)c2c1N	-0.2	-7	17	89*	22	12	5	-2
COC(=O)c1sccc1NC(=S)Nc1ccc(C)cc1	x	-5	-20	5	-6	-27	5	-25
NNC(=O)c1ccccc1NC(=O)c1ccccc1Cl	-0.3	-4	-41	-9	7	3	-1	2
CSc1c(-c2ccccn2)c(N)nn1C(=O)C1CCC1	0.5	-3	-43	11	-2	1	3	0
CCOC(=O)N/N=C/c1ccc(O)cc1	0.2	-5	-10	-5	-8	-13	4	-13
Cc1c(C)c(C)c(S(=O)(=O)Nc2cccnc2)c(C)c1C	-1.1	-4	-8	7	-4	76	6	-1
CS(=O)(=O)Nc1ccc(Oc2c(C#N)cccc2C#N)cc1	-0.2	3	0	8	5	4	6	-7
CC(C)=N/N=C1/N=C(c2ccc(Cl)cc2)CS1	0.0	-3	-113	-4	2	-5	2	7
Nc1ccc(Nc2ccc(N)cc2S(=O)(=O)O)cc1	-1.0	-3	26	0	1	-6	44*	13
c1ccc2c(c1)N1CC3(CCCCC3)CNC1C21OCCO1 (stereo unspecified)	x	-8	-75	-21	3	-8	3	8
OCCCCCCNC(=S)Nc1ccc(F)cc1Br	x	-7	-43	-6	3	70	4	5
O=C(O)CCCC(=O)Nc1ccc(Oc2cccc(C(F)(F)F)c2)nc1	-0.4	-4	-35	-2	4	4	-3	3

(continued)
SMILES	NOTCH ag	rat GALR2 agon	Nox1 inhibitor	OPRK1 antag MB	TLR4-MyD88 inh	S1P1 agonist	PME-1 Maybridge	Luminol counter
CC(C)(C)C(=O)c1sc2sc(C(=O)C(C)(C)C)c(N)c2c1N	0.7	-8	-43	1	0	-18	6	-3
Cc1nnsc1-c1nnc2n1N=C(c1ccc(C#N)cc1)CS2	0.2	-5	3	16	-5	0	3	1
Cc1cc(C)n(-c2ncc(C#N)c(N)n2)n1	0.0	-5	19	2	-4	23	7	-7
CC1(C)CC(=O)C2=C(C1)OC1CCCCC21 (stereo unspecified)	0.5	-3	-48	3	5	-15	-1	-3
CCOC(=O)C(NC(=O)C1CCC(c2ccc(Cl)cc2)CC1)C(C)C (stereo unspecified)	-0.5	-4	5	7	8	-7	2	-2
CSc1nc(-c2ccccc2)nc(Nc2ccccc2)c1C#N	0.3	-3	-45	2	7	-14	3	-1
O=c1oc2ccc([N+](=O)[O-])cc2cc1-n1cccc1	-0.6	-3	-48	6	1	-13	-2	2
C1CCN(CCC2CCCCN2)CC1 (stereo unspecified)	-0.5	6	-51	8	7	-18	0	1
COC(=O)/C(=C\N(C)C)S/C(C#N)=C/N(C)C	-0.1	-9	-8	-12	-11	-15	3	0
Cc1cc(C)nc(NS(=O)(=O)c2ccc(-n3cccc3)cc2)n1	-0.7	-1	-21	-4	4	-3	1	4
O=C(O)c1ccccc1/C=N/Nc1cc(Cl)ccc1Cl	-0.4	-6	3	25	-2	11	6	26
CC(C)(COC(=O)c1cc2ccccc2oc1=O)Nc1ccc(C(F)(F)F)cc1[N+](=O)[O-]	0.5	-6	-42	-18	5	-5	-1	2
C=CCNC(=O)/C(C#N)=C/N(C)C	-0.9	-6	-36	-13	8	-4	1	1
O=C1NC(=O)C(CCCCO)N1 (stereo unspecified)	1.3	-9	-30	-8	0	3	1	-4
CC1=C(C#N)C(c2ccco2)C(C#N)=C(C)N1	-0.9	-6	12	4	0	-20	5	-6
CCCc1ccc(-c2ccc(C(N)=O)cc2)cc1	-0.6	-6	0	20	0	79	4	-2
CCOC(=O)c1c(Sc2ccccc2)cnn1C(=O)c1ccc(C(F)(F)F)cc1	-0.9	-3	-51	1	-2	-8	-1	1
Cn1ncc(COC(=O)Nc2c(Cl)cccc2Cl)c1C(F)(F)F	-0.6	-6	-43	11	10	-5	6	-1
COc1ccc(Cl)c(OC)c1NC(=O)NC(=O)c1c(Cl)cc([N+](=O)[O-])cc1Cl	-0.1	-2	25	24	4	5	7	-7
CCOC(=O)c1cccc(CO/N=C(\C)c2ccc(Cl)c(Cl)c2)c1	-0.1	-2	-10	-2	10	-9	-6	-2
Cc1nnsc1C(=O)Oc1ccc([N+](=O)[O-])cc1	-0.9	-4	-50	-10	5	1	6	1
CNC(=S)N(Cc1ccccc1)Cc1cccnc1	0.6	-6	-36	10	-1	0	-1	1
C(=N\Nc1cc(-c2ccccc2)nc2ncnn12)/c1ccc2c(c1)OCO2	-0.3	-7	-31	18	-4	-2	-4	3
O=C(NCC1CC1)c1cccnc1Oc1ccccc1	0.0	-5	7	21	6	-39	3	-5
CCOC(=O)NC(=O)/C(C#N)=C/Nc1ccc(OC(F)(F)F)cc1	-1.0	-6	2	11	-1	20	7	-7

(list continues)
SMILES	NOTCH ag	rat GALR2 agon	Nox1 inhibitor	OPRK1 antag MB	TLR4-MyD88 inh	S1P1 agonist	PME-1 Maybridge	Luminol counter
CC(Sc1nc(-c2ccccc2)c(-c2ccccc2)[nH]1)C(=O)O (stereo unspecified)	-0.1	-2	-23	-5	-6	1	2	6
O=C(O)C1=C(C(=O)OCCCc2ccncc2)SCCS1	0.3	-4	21	14	-7	-2	5	-5
Nc1nsc2ccc([N+](=O)[O-])cc12	-0.3	-10	-38	6	0	2	0	7
COc1ccc(S(=O)(=O)Nc2cc(C)c(C)cc2[N+](=O)[O-])c(OC)c1	-0.5	-6	-27	14	12	15	33*	3
O=C(Nc1ccc(Cl)cc1)O/N=C1\CCCCC1Cn1ccnc1 (stereo unspecified)	-0.1	12	-9	36	1	18	-2	-4
Cc1nn(-c2ccccc2)nc1CNS(=O)(=O)c1ccc(N2CCOCC2)nc1	-0.8	-6	-25	-9	0	-1	4	-3
CC1SCC(NC(=O)c2ccccc2Cl)CS1 (stereo unspecified)	-1.0	-5	-68	3	-5	0	1	3
Cc1c(/C=C(\C#N)S(=O)(=O)C(C)(C)C)sc2ccccc12	-0.6	-7	-26	-2	2	10	6	-1
CCOC(=O)c1sc(Sc2ccc(C(F)(F)F)cc2[N+](=O)[O-])nc1C	x	-14	-40	-7	1	-9	5	1
CNC(=O)n1nccc1-c1ccc(-c2cccs2)s1	-0.3	-6	9	4	-14	15	7	0
Cc1c(C)n(Cc2ccc(Br)cc2)c(=O)n(Cc2ccc(Br)cc2)c1=O	-0.3	-10	-19	-1	3	102*	2	3
NC(=NC(=O)c1cnccc1C(F)(F)F)c1ccccn1	0.4	-6	-77	3	4	-7	1	-1
Cc1cccc(N(C(=O)Nc2ccccc2)C2=NCC(C)S2)c1 (stereo unspecified)	-0.5	-7	-14	-6	-7	6	5	-8
CC1=CC(=O)C(CCOCCC2=CC(=O)C(C)=CC2=O)=CC1=O	-0.7	-5	24	-2	-10	-2	-3	1
O=C(c1cnn(-c2ccc(Cl)cc2)c1C(F)(F)F)N1CCN(c2ncnc3ccsc23)CC1	-2.3	-6	13	80*	6	97*	0	1
CCCCCC(=O)O/N=C(\C)c1cc[nH]c1	-5.7	-3	-24	-1	-4	0	1	3
CC1CC(=O)Nc2ccccc2N1C(=O)CN1CCN(c2ccccn2)CC1 (stereo unspecified)	-0.3	-3	1	6	5	-11	8	-7
CSC1=N/C(=C/c2ccco2)C(=O)N1	-1.0	-7	-32	-4	-6	-13	-1	2
CN1CCN(CC(O)c2ccccc2)CC1 (stereo unspecified)	0.4	-4	-30	-1	15	3	0	1
Cc1cc2ncc(C3=NNC(O)(C(F)(F)F)C3)c(C)n2n1 (stereo unspecified)	-5.0	-5	0	2	-4	-19	3	-6
COc1ccc(NC(=O)/C(C#N)=C/N(C)C)c(OC)c1	0.0	-4	16	-1	-5	-22	1	-2
CCOC(=O)C(=CN(C1=NCC(C)S1)c1ccc(F)c(Cl)c1)C(=O)OCC (stereo unspecified)	-0.7	-4	-64	18	-40	-24	2	-1
O=C(Nc1cccnc1Oc1ncnc2cc(Cl)ccc12)c1ccc(F)cc1	-5.5	-4	-17	2	4	-11	-17	-2
N#Cc1cc([N+](=O)[O-])ccc1-n1cccc1	0.6	-7	-55	6	5	4	-2	4
Cc1ccccc1C(=O)Nc1nc(SCc2ccc(Cl)cc2)n[nH]1	0.1	-3	-23	-14	8	4	1	0

Further entries follow:
SMILES	NOTCH ag	rat GALR2 agon	Nox1 inhibitor	OPRK1 antag MB	TLR4-MyD88 inh	S1P1 agonist	PME-1 Maybridge	Luminol counter
Cc1ccc(S(=O)(=O)OCC(C)(C)C)cc1	-0.6	-6	-40	-6	4	5	1	0
O=C(Nc1cc(S(=O)(=O)c2ccccc2)cs1)c1ccc(Cl)cc1	-0.6	-4	-61	-19	0	2	-155	2
Cc1ccc(OS(=O)(=O)c2ccc(-c3csc(C)n3)s2)c(C)c1	-0.1	-10	17	8	-7	19	-5	-3
COCc1cc(=O)n2[nH]c(-c3ccccc3)cc2n1	-0.7	-3	-6	5	5	-3	-3	4
CNC(=S)NNC(=O)CSCc1c(Cl)cccc1Cl	-0.5	-8	27	-7	-3	5	-2	15
COC(=O)Cc1c(C(=O)OC)nnn1-c1ccc(Cl)cc1	-0.3	-7	-26	12	-4	-6	2	-5
N/C(=N\OC(=O)CCn1cccc(C(F)(F)F)c1=O)c1ccc(OC(F)(F)F)cc1	-0.6	-5	-64	3	4	-7	0	5
O=C(NN1CCOCC1)c1ccc(Oc2ccc(Cl)cc2)c([N+](=O)[O-])c1	-0.2	-7	-30	-29	5	-11	3	0
c1cc(Nc2ccncc2)ccn1	-0.6	-2	19	-5	-4	26	1	-1
Cc1ccc(C(=O)N2CCN(c3ncccc3C(F)(F)F)CC2)cc1	-0.2	-7	19	6	-1	8	7	-4
CC(=O)N/C(=C\c1ccc(NC(C)=O)cc1)C(=O)O	0.2	-8	-36	6	-3	-2	-4	2
O=C(Oc1ccc2c(c1)OCC2=O)c1cccs1	-0.2	-7	-26	10	-8	-11	1	-3

An excerpt from the list above:
SMILES	NOTCH ag	rat GALR2 agon	Nox1 inhibitor	OPRK1 antag MB	TLR4-MyD88 inh	S1P1 agonist	PME-1 Maybridge	Luminol counter
N/C(=N\OC(=O)CCn1cccc(C(F)(F)F)c1=O)c1ccc(OC(F)(F)F)cc1	-0.6	-5	-64	3	4	-7	0	5
O=C(NN1CCOCC1)c1ccc(Oc2ccc(Cl)cc2)c([N+](=O)[O-])c1	-0.2	-7	-30	-29	5	-11	3	0
c1cc(Nc2ccncc2)ccn1	-0.6	-2	19	-5	-4	26	1	-1

A draw from above in order of length of the SMILES, rising:
SMILES	NOTCH ag	rat GALR2 agon	Nox1 inhibitor	OPRK1 antag MB	TLR4-MyD88 inh	S1P1 agonist	PME-1 Maybridge	Luminol counter
CNC(=S)NNC(=O)CSCc1c(Cl)cccc1Cl	-0.5	-8	27	-7	-3	5	-2	15
CC(=O)N/C(=C\c1ccc(NC(C)=O)cc1)C(=O)O	0.2	-8	-36	6	-3	-2	-4	2
O=C(Nc1cc(S(=O)(=O)c2ccccc2)cs1)c1ccc(Cl)cc1	-0.6	-4	-61	-19	0	2	-155	2
N/C(=N\OC(=O)CCn1cccc(C(F)(F)F)c1=O)c1ccc(OC(F)(F)F)cc1	-0.6	-5	-64	3	4	-7	0	5

The order is random (roughly 4.4% active in at least one column).
